# FadD28 binding: inhibitors of Mycobacterium tuberculosis FadD28 bisubstrate binding; FadD28 bisubstrate probe binding, fluorescence polarization; inhibition, % at 12.5 µM; 360,000 tested, 0.22% active; AID 588549; in the data active = inhibition above about 8.5%, passing the limit was not always enough; inconclusive = no clear call, values can overlap the other calls
# Mtb UGM inh: inhibitors of M. tuberculosis UDP-galactopyranose mutase; P9WIQ1; purified UGM, fluorescence polarization probe displacement; inhibition, % at 10 µM; 320,000 tested, 0.06% active; in the data active = inhibition above about 10%, passing the limit was not always enough; inconclusive = no clear call, values can overlap the other calls
# Target sequence (P9WIQ1 whole entry, looked up): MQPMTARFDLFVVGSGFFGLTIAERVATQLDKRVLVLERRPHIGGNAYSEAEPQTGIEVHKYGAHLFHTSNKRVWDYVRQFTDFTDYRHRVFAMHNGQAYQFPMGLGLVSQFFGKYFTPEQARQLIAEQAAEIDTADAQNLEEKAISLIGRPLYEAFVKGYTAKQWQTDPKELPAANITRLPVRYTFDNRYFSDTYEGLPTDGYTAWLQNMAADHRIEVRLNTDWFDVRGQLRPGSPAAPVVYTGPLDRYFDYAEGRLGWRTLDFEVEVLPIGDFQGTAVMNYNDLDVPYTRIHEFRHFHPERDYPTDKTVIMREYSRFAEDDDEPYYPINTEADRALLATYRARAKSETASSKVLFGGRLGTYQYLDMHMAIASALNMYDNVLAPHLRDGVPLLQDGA
# BoNT-F LC inh: BoNT F light chain protease inhibition; Multiplex microsphere protease cleavage assay, flow cytometry; inhibition, % at 10 µM; 360,000 tested, 0.22% active; AID 588497; in the data active = inhibition above about 35%, passing the limit was not always enough; inconclusive = no clear call, values can overlap the other calls; also: plate controls were buffer without enzyme for full effect and enzyme alone for no effect
# Mtb BioA inh: BioA (M. tuberculosis) enzyme inhibition; purified M. tuberculosis BioA enzyme, plate reader; inhibition, % at 9.99 µM; 360,000 tested, 0.096% active; AID 602481; in the data active = inhibition above about 40%; inconclusive = no clear call, values can overlap the other calls
# MazEF act: activators of E. coli MazEF toxin-antitoxin RNase; activation, % at 20 µM; FAM/BHQ RNA-DNA oligo cleavage fluorescence, 5 h; AID 504720; 350,000 tested, 0.32% active; in the data active = activation above about 50%
# Target sequence (P0AE70 whole entry, looked up): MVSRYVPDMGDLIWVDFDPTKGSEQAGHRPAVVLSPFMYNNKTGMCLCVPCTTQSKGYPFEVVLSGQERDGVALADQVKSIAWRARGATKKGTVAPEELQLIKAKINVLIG
# PrPC surface inh: reduces human prion protein on the cell surface. 370,000 tested, 0.43% active. cell surface PrPC, TR-FRET read-out. P04156. inhibition, % at 13.8 µM; in the data active = inhibition above about 24%; also: 0% = median of the test wells and 100% = reference compound wells
# Rv3671c inh: inhibitors of M. tuberculosis serine protease Rv3671c | P9WHR9 | inhibition, % at 5.96 µM | 320,000 tested, 0.048% active; in the data active = inhibition above about 38%;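 also: extracellular domain of Rv3671c used as enzyme; 0% = enzyme with DMSO and 100% = no enzyme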
# Target sequence (P9WHR9 whole entry, looked up, the tested form may be a part): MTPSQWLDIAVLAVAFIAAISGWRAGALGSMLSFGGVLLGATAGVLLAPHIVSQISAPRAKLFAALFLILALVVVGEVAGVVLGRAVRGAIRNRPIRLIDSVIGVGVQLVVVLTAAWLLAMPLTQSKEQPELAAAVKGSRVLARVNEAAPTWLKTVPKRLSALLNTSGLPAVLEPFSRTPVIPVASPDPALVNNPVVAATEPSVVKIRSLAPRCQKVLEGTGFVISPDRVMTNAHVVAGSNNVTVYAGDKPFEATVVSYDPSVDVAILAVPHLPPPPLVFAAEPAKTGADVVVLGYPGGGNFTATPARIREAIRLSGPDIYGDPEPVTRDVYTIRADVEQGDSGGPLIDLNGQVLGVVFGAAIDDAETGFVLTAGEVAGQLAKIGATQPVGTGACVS
# GDH-TPI inh: GDH-TPI coupled enzyme inhibition counter-screen | inhibition, % at 4.8 µM | 360,000 tested, 1.2% active | GDH-TPI coupled enzyme counterscreen, NADH absorbance; in the data active = inhibition above about 30%;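 also: 0% = DMSO wells and 100% = wells lacking the enzyme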
# FBA Mtb inh: inhibits M. tuberculosis FBA enzyme. P9WQA3. purified M. tuberculosis FBA, fluorescence read-out. inhibition, % at 1 µM. 360,000 tested, 2.3% active; in the data active = inhibition above about 27%;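 also: 0% = vehicle and 100% = reference inhibitor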
# Active calls of the source: *; ? = inconclusive; · = not tested or not shown.
SMILES,FadD28 binding,Mtb UGM inh,BoNT-F LC inh,Mtb BioA inh,MazEF act,PrPC surface inh,Rv3671c inh,GDH-TPI inh,FBA Mtb inh
COc1ccc(-n2c(=S)[nH]c3cc(C(=O)Nc4cccc(C)c4)ccc3c2=O)cc1,-1.3,-0.3,0,·,1,6,-4,13,1
O=C(NCCCN1CCCC1=O)c1cccs1,-0.8,·,-10,-0.6,5,0,-3,1,0
CCCN(CCC)S(=O)(=O)c1ccc(C(=O)Nc2nnc(COC)o2)cc1,-1.9,0.4,-11,·,2,5,-8,2,0
Cc1ccc(S(=O)(=O)N2CCN(c3ncccn3)CC2)cc1C,-0.2,2.4,?,-2.3,-4,5,-2,8,4
CCn1c(CNC(=O)c2ccccc2F)cc2cc(C)ccc21,1.1,-0.9,?,-1.0,-3,5,·,4,3
CCOC(=O)Oc1ccc(/C=C2\N=C(C)OC2=O)cc1,-2.0,0.4,1,-1.3,-7,5,3,-1,4
O=C(Nc1ccc(F)cc1)Nc1ccc(NC(=O)c2ccccc2O)cc1,-5.8,3.2,8,0.5,4,-5,-15,7,13
O=C(NCc1ccc2c(c1)OCO2)C1CCC(CNc2c(N3CCCCC3)c(=O)c2=O)CC1 (stereo not given),-1.5,2.6,0,0.5,4,-2,2,3,-1
Cc1ccc(NC(=O)NCCCN2CCCC2=O)cc1,-2.7,1.9,1,-1.3,-1,-4,5,5,-3
CCCC(Oc1ccc(Br)cc1)c1nc2c3cc(OC)c(OC)cc3nc(=S)n2[nH]1 (stereo not given),-1.5,-0.2,-2,·,-4,7,-2,6,-2
COCCN1C=C(C(=O)OC)C(c2ccc3c(c2)OCO3)C(C(=O)OC)=C1,0.1,1.6,-9,0.2,0,5,-1,12,14
CCOC(=O)Cn1nc(C)n(-c2ccc(C(C)C)cc2)c1=O,0.1,-0.6,-5,-1.2,-3,1,-5,11,-2
Cc1ccccc1N(CC(=O)NCc1ccc2c(c1)OCO2)C(=O)C1CSC(=O)C1 (stereo not given),0.6,4.9,3,-0.7,4,9,-16,-3,-2
Cc1nc(SCc2ccccc2)n[nH]1,-2.1,1.4,·,-1.0,5,-5,-4,4,-1
O=C(CSc1nnc(-c2ccc(O)cc2)o1)Nc1cccc(O)c1,-4.4,-0.5,-2,-1.1,10,4,-10,-5,-1
CC(C)NC(=O)NC(=O)CSc1nnc(COc2ccccc2Cl)o1,-0.6,4.2,-2,·,0,7,6,-2,10
CCN(c1ccccc1)c1cc2ccccc2c(=O)[nH]1,0.9,-2.6,-2,-1.1,9,0,-39,18,4
CCCc1nnc(SCC(=O)Nc2ccc(C(=O)OCC)cc2)o1,-2.6,0.5,-30,-1.1,5,6,-1,-5,-1
COC(=O)CN1C(=O)[C@H]2[C@@H](c3ccc(C)o3)N3C(=O)CN(Cc4ccccc4)C(=O)[C@@]3(C)[C@H]2C1=O,-0.9,0.0,3,-0.8,-7,1,-3,-4,3
CCCSc1nnc(NC(=O)Nc2ccc(F)cc2)s1,0.4,-0.2,-9,-1.4,2,5,5,-5,0

# Some of the entries so far, with bars between the fields:
structure | FadD28 binding | Mtb UGM inh | BoNT-F LC inh | Mtb BioA inh | MazEF act | PrPC surface inh | Rv3671c inh | GDH-TPI inh | FBA Mtb inh
COc1ccc(-n2c(=S)[nH]c3cc(C(=O)Nc4cccc(C)c4)ccc3c2=O)cc1 | -1.3 | -0.3 | 0 | · | 1 | 6 | -4 | 13 | 1
O=C(NCCCN1CCCC1=O)c1cccs1 | -0.8 | · | -10 | -0.6 | 5 | 0 | -3 | 1 | 0
CCCN(CCC)S(=O)(=O)c1ccc(C(=O)Nc2nnc(COC)o2)cc1 | -1.9 | 0.4 | -11 | · | 2 | 5 | -8 | 2 | 0
Cc1ccc(S(=O)(=O)N2CCN(c3ncccn3)CC2)cc1C | -0.2 | 2.4 | ? | -2.3 | -4 | 5 | -2 | 8 | 4
CCn1c(CNC(=O)c2ccccc2F)cc2cc(C)ccc21 | 1.1 | -0.9 | ? | -1.0 | -3 | 5 | · | 4 | 3
CCOC(=O)Oc1ccc(/C=C2\N=C(C)OC2=O)cc1 | -2.0 | 0.4 | 1 | -1.3 | -7 | 5 | 3 | -1 | 4
O=C(Nc1ccc(F)cc1)Nc1ccc(NC(=O)c2ccccc2O)cc1 | -5.8 | 3.2 | 8 | 0.5 | 4 | -5 | -15 | 7 | 13
O=C(NCc1ccc2c(c1)OCO2)C1CCC(CNc2c(N3CCCCC3)c(=O)c2=O)CC1 (stereo not given) | -1.5 | 2.6 | 0 | 0.5 | 4 | -2 | 2 | 3 | -1
Cc1ccc(NC(=O)NCCCN2CCCC2=O)cc1 | -2.7 | 1.9 | 1 | -1.3 | -1 | -4 | 5 | 5 | -3
CCCC(Oc1ccc(Br)cc1)c1nc2c3cc(OC)c(OC)cc3nc(=S)n2[nH]1 (stereo not given) | -1.5 | -0.2 | -2 | · | -4 | 7 | -2 | 6 | -2
COCCN1C=C(C(=O)OC)C(c2ccc3c(c2)OCO3)C(C(=O)OC)=C1 | 0.1 | 1.6 | -9 | 0.2 | 0 | 5 | -1 | 12 | 14

# Next compounds follow:
SMILES,FadD28 binding,Mtb UGM inh,BoNT-F LC inh,Mtb BioA inh,MazEF act,PrPC surface inh,Rv3671c inh,GDH-TPI inh,FBA Mtb inh
c1ccc2c(c1)OCC(c1nn3c(Cn4nnc5ccccc54)nnc3s1)O2 (stereo not given),-5.5,1.8,1,·,3,-1,4,-1,-4
COC(=O)c1cc(COc2ccc3c(c2)oc(=O)c2ccccc23)c(C)o1,-0.1,2.6,-10,-2.4,-10,2,-4,6,32*
CC1=NN(c2ccc(C)c(C)c2)C(=O)C1C(c1cccc(O)c1)C1C(=O)N(c2ccc(C)c(C)c2)N=C1C (stereo not given),-2.2,9.3,-1,-2.0,5,-3,-176,13,-3
CCn1cc(CN2CCCC(CNS(=O)(=O)c3cccc4cccnc34)C2)cn1 (stereo not given),-0.6,-1.1,6,-1.3,-3,2,8,3,0
CCC(=O)Nc1cc(-c2cc3ccccc3oc2=O)ccc1OC,-1.3,0.7,-3,·,1,-24,-3,9,0
Oc1[nH]c2ccccc2c1C1=NCCCCC1,0.0,1.1,-6,-1.2,-1,2,-13,13,2
c1ccc2c(CCNc3ncnc4nc[nH]c34)c[nH]c2c1,-1.9,0.6,-8,-1.6,5,7,-3,6,-1
N#Cc1ccc(Oc2nc(C(N)=O)cc(-c3ccccc3)n2)cc1,-2.1,0.9,-8,-0.7,35,3,1,-7,-9
CN(C(=O)c1cccc(NC(=O)Cc2cccc(NC(=O)C3CCN(C(=O)C4CCCC4)CC3)c2)c1)C1CC1,-3.0,·,-1,2.2,1,-1,·,4,-1
O=C(CSCc1cccc(Br)c1)NC1CC1,-2.0,0.5,4,·,-4,6,-9,5,0
Cc1ncc(CN2CCN(Cc3ccc(F)cc3)C(CCO)C2)s1 (stereo not given),0.1,2.2,-10,1.8,1,3,4,-2,4
Cc1cc(Br)cn2cc(C(=O)O)nc12,0.4,-0.1,-2,·,9,12,12,-2,-1
Cc1ccc(C(=O)NNC(=O)C2CCN(Cc3ccccc3)CC2)cc1,-0.9,-0.7,0,·,2,2,0,-1,1
O=C(Nc1cccc([N+](=O)[O-])c1)NN1CCCCCC1,-2.9,·,0,1.9,12,-11,·,2,-2
CNC(=O)c1c(I)c(C(=O)NCC(=O)Nc2c(I)c(C(=O)O)c(I)c(C(=O)NCCO)c2I)c(I)c(N(C)C(C)=O)c1I,-1.1,-0.6,-13,-1.8,3,·,2,2,3
CCOc1ncccc1C(=O)OCc1csc(CC(=O)Nc2ccccc2C)n1,0.3,·,5,-3.2,-32,-1,-5,6,4
O=C(O)/C=C/C(=O)N1N=C(c2ccco2)CC1c1ccco1 (stereo not given),-1.4,4.7,-18,5.9,-18,1,2,2,-2
CCCCn1c(N)c(N(CCOC)C(=O)c2cccc(OCc3ccccc3)c2)c(=O)[nH]c1=O,-2.5,1.3,·,-0.7,-5,6,-6,2,-2
COc1ccc(CCNC(=O)C2CCN(C(=O)c3ccc([N+](=O)[O-])cc3)CC2)cc1,-4.1,-2.1,-2,·,-2,-27,9,-7,-1
COc1ccc(CC(=O)OC(C)C(=O)Nc2ccc(S(N)(=O)=O)cc2)cc1 (stereo not given),-4.0,0.7,·,1.4,5,7,5,-5,0
O=C(NCC1CCCCC1)c1ccc2nc([C@@H]3O[C@H](CO)[C@H](O)[C@H](O)[C@H]3O)[nH]c2c1,-1.9,·,3,-0.7,·,1,·,5,1
O=C(Nc1ccccc1)c1cc([N+](=O)[O-])ccc1NC1CCCCC1,0.3,1.9,-5,1.4,10,4,-43,14,-3
COC(=O)c1ccccc1NC(=S)NC(=O)C1CCCCC1,-1.1,0.0,-8,·,-2,5,3,8,-1
CC(C)n1c(CN2CCN(C(=O)c3ccco3)CC2)nc2c1c(=O)n(C)c(=O)n2C,-3.4,-0.9,8,0.1,2,4,3,1,0
Cc1cccc(NC(=S)N=Nc2c(O)n(C)c3ccc(S(=O)(=O)N4CCOCC4)cc23)c1,-2.3,-0.4,-10,-2.3,12,-4,-2,12,-4
COCCn1c(=O)[nH]c2cc(C(=O)OC)ccc2c1=O,-5.4,-2.3,0,-0.2,5,0,4,-1,19
CCOc1ccc(CNS(=O)(=O)c2c(C(=O)N3CCCC3)c(C)n(C)c2C)cc1OC,-1.1,1.8,7,-0.8,5,3,4,13,0
COc1cc(OC)cc(C(=O)Nc2ccc3c(c2)OCCO3)c1,-0.4,-0.3,7,-0.6,2,3,-2,-6,3
CC1CCN(C2=NC(=O)/C(=C/c3cn(-c4ccccc4)nc3-c3cccc(S(=O)(=O)N(C)C)c3)S2)CC1,-3.8,1.7,-5,·,0,2,-1,-5,-1
OC[C@@H]1[C@@H](c2ccccc2)C(c2cccc(Cl)c2)=NN1c1ccccc1,-2.6,·,-4,0.0,-1,11,·,-6,50*
CCN(CC)S(=O)(=O)c1ccc2[nH]c(=O)cc(C(=O)Nc3cccc(C(C)=O)c3)c2c1,-0.1,3.0,1,·,5,3,0,4,8
C=CCn1c(O)c(C=Nc2ccc(F)cc2)c(=O)[nH]c1=O,0.2,1.9,·,-1.5,9,2,-1,27,0
CCOc1cccc2sc(N(CCCN(C)C)C(=O)c3ccc(S(=O)(=O)N4CCCCCC4)cc3)nc12,-4.3,3.2,-9,-1.2,18,-21,8,-3,-1
COc1cccc(NC(=O)c2ccccc2NS(C)(=O)=O)c1,-2.7,3.9,-7,-0.6,-10,5,0,11,4
COc1ccc([C@H]2CC(=O)C=C(c3ccc4c5c(cccc35)CC4)C2)cc1,-1.5,1.5,5,-4.8,-7,-6,-8,14,2
CCOc1ccc(/C=N/NC(=O)c2nnn(-c3nonc3N)c2CN(C)C2CCCCC2)cc1,-2.0,-0.4,0,-0.2,-2,-8,1,1,-2
CC(=O)Nc1ccc(/C=N/NC(=S)NC(C)C)cc1,-0.4,-0.2,-3,·,2,-14,1,40*,-2
Cc1[nH]c2ccccc2c1C(=O)CSc1n[nH]c(N)n1,1.3,1.4,4,·,1,-3,-6,4,-2
Cn1c(=O)c2c(nc3n2CC(COc2ccccc2)O3)n(C)c1=O (stereo not given),-2.0,7.2,?,-0.1,10,6,·,7,0
Cc1ccc(C)c(NS(=O)(=O)c2ccc(OCC(=O)N3CCCC3)cc2)c1,-3.0,-0.3,5,·,1,-6,-2,4,0
COCCC(=O)NNS(=O)(=O)c1ccc(Cl)cc1,-3.9,0.6,-2,·,-1,-2,-9,-4,2
CC1(C)CC2CC(C)(CN2C(=O)COC(=O)c2cccc([N+](=O)[O-])c2)C1 (stereo not given),-3.8,2.7,-3,·,8,-7,-4,-2,-1
Cc1ccc2c(c1)CCCN2C(=O)c1cccs1,-5.0,0.4,-4,0.6,-1,-2,4,-6,-3
COCCOc1cc(NC(=O)c2cccc(OC)c2)c(Cl)cc1Cl,-0.7,0.6,-6,·,-2,17,3,-2,-4
CCOC(=O)Cc1nnc(NC(=O)c2ccccc2OCC)s1,-4.9,-2.3,-2,1.7,6,0,-10,-5,0

# Outcome played no part in choosing rows, and some 4.8% of all compounds hit somewhere here.
